# Screens deposited in PubChem BioAssay by several laboratories.
# NOD1 NF-kB reporter: NOD1 signaling inhibitors, primary screen, cell-based, luminescence, uHTS (AID 1578); NOD1-driven NF-kB luciferase reporter cells, luminescence; higher % means a stronger effect; inhibition, % at 4 µM, or EC50 in µM where a hit was titrated; 290,000 tested, 1% active; in the data active = inhibition mostly above about 36%, no sharp cut-off; inactive = mostly below about 34%;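 also: HEK-293T reporter cells stimulated with the NOD1 agonist gamma-tri-DAP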
# HEK293 NOD2/NF-kB: inhibition of NOD2-driven NF-kB reporter – cell-based, luminescence, uHTS, HEK293 (AID 1566); 290,000 tested, 0.63% active; HEK293 NOD2/NF-kB luciferase reporter, luminescence; higher % means a stronger effect; inhibition, % at 4 µM, or EC50 in µM where a hit was titrated; also: many of its hits are not listed in these tables
# GPR55 activation: GPR55 agonists via beta-arrestin recruitment, primary screen, imaging, U2OS cells, beta-arrestin-GFP redistribution (AID 1961); U2OS GPR55 beta-arrestin-GFP redistribution imaging; higher % means a stronger effect; activation, % at 10 µM; hits with a dose series show EC50 in µM; 290,000 tested, 0.048% active;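 active = activation above 40% with more than 50 cells counted in the well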;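 also: U2OS osteosarcoma cells stably expressing GPR55 and beta-arrestin-GFP; plate controls were DMSO negative control for no effect and LPI positive control for full effect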
# Myeloid diff MLP: compounds promoting myeloid differentiation. ER-HoxA9 myeloid progenitors, lysozyme-GFP differentiation, flow cytometry. calls only at 10 µM. 360,000 tested, 1% active;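 active = normalized GFP-positive differentiation at or above the plate's own cutoff, the solvent-only control mean plus 3 SD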;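 also: cells exposed to compound for four days before flow analysis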
# HIV peptide binding: inhibitors of HIV fusion peptide binding, primary screen, biochemical, uHTS, fluorescence dequenching (AID 1986); cell-free peptide binding, fluorescence dequenching, 30 min; higher % means a stronger effect; inhibition, % at 20 µM, or IC50 in µM where a hit was titrated; 290,000 tested, 0.3% active; in the data active = inhibition mostly above about 52%, no sharp cut-off; inactive = mostly below about 76%; also: some results filed as inactive read as strong as hits
# GPR55 antagonists: inhibition of LPI-stimulated GPR55 beta-arrestin translocation – imaging, U2OS, beta-arrestin-GFP, LPI agonist, primary screen (AID 2013) | 290,000 tested, 0.13% active | U2OS GPR55 beta-arrestin-GFP translocation imaging, LPI antagonism; higher % means a stronger effect | inhibition, % at 10 µM, or IC50 in µM where a hit was titrated;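 active = spots per cell inhibited over 60%, with over 100 cells counted and total cytoplasm intensity under 500,000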;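 also: U2OS cells stably carrying GPR55 and arrestin-GFP stimulated by 5 µM LPI near EC80; imaged beta-arrestin-GFP aggregate spots per cell after agonist stimulation; plate controls were LPI-stimulated DMSO wells for no effect and DMSO wells without LPI for full effect; some results filed as inactive read as strong as hits; confirmed hits need IC50 under 10 µM and bright autofluorescent wells are also inconclusive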
# GPR35 arrestin U2OS: inhibition of zaprinast-stimulated GPR35 beta-arrestin translocation – imaging, U2OS, beta-arrestin-GFP, zaprinast agonist, primary screen (AID 2058); U2OS GPR35 beta-arrestin-GFP translocation imaging, zaprinast antagonism; higher % means a stronger effect; inhibition, % at 10 µM; hits with a dose series show IC50 in µM; 290,000 tested, 0.052% active;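 active = inhibition of at least 50% with at least 30 cells and total cytoplasm GFP at most 10,000,000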
# KOR beta-arrestin-1: kappa opioid receptor activators – cell-based, luminescence, uHTS, primary screen (AID 1777) | KOR beta-arrestin recruitment, luminescence; higher % means a stronger effect | one-dose activation, % at 10 µM; EC50 in µM for titrated hits | 280,000 tested, 0.02% active; in the data active = activation above about 50%, passing the limit was not always enough; also: a part of the inactive calls stands beside numbers as strong as those of hits
# KOR beta-arrestin-2: kappa opioid receptor blockers – cell-based, luminescence, uHTS (AID 1778) | KOR beta-arrestin recruitment, luminescence, antagonist mode; higher % means a stronger effect | one-dose inhibition, % at 10 µM; IC50 in µM for titrated hits | 290,000 tested, 0.091% active; also: strong numbers were not always called active
# Myeloid diff MLP GFP+ MAC1+ %: recorded beside Myeloid diff MLP, whose call it bears; GFP+ MAC1+ double positive, %; measured here: differentiation confirmed by MAC1 staining
# Numbers without * were called inactive; i = inactive; · = not tested or not shown; [ ] = remark or other dose. Rule as the data show it, unless noted: active = inhibition above about 50%; inactive = the rest.
SMILES,NOD1 NF-kB reporter,HEK293 NOD2/NF-kB,GPR55 activation,Myeloid diff MLP,Myeloid diff MLP GFP+ MAC1+ %,HIV peptide binding,GPR55 antagonists,GPR35 arrestin U2OS,KOR beta-arrestin-1,KOR beta-arrestin-2
CN(CC(=O)NCc1ccccn1)S(=O)(=O)c1ccc2ccccc2c1,0%,20%,0.2%,i,0.7,1.8%,4%,0%,·,-36%[20 µM]
Cc1c(NC(=O)Nc2ccc(C(C)(C)C)cc2)c(=O)n(-c2ccccc2)n1C,-9%,7%,-0.1%,i,0.6,-0.4%,-15%,0%,1.5%,9%
CC(=O)Nc1ccc(NC(=O)COC(=O)c2n[nH]c3ccccc23)cc1,-32%,8%,0.2%,i,0.8,0.9%,-26%,-14%,-0.8%,15%
O=C(CCOc1ccc(F)cc1)Nc1nccs1,-4%,11%,0.1%,i,0.8,-1.4%,-4%,-1%,·,25%
COc1ccc(NC(=O)CSc2nnc(-c3cccnc3)n2C)cc1,-7%,1%,0.4%,i,0.5,-0.9%,-6%,-5%,3.5%,22%
CCCOP(=O)(c1ccccc1)c1ccccc1,-8%,18%,-0.3%,i,1.0,3.3%,11%,-3%,-5.3%,-35%
CCOC(=O)c1c(C)c(-c2ccccc2)n(CC(=O)NCCC(C)C)c1C,-12%,11%,-0.3%,i,2.7,-1.0%,-1%,15%,8.9%,-19%
COc1cccc(N2C(=O)c3ccncc3C2=O)c1,0%,-1%,-0.1%,i,0.5,1.8%,15%,0%,2.2%,-16%
CCOc1ccc(C(=O)N/N=C/c2ccc(-c3ccc(S(=O)(=O)Nc4ncccn4)cc3)o2)cc1,26%,-10%,0.2%,i,1.0,42%,-13%,6%,-2.9%,-32%
CC(C)C[C@@H](CSc1ccccc1)N1CCN(C)CCC1=O,-4%,6%,-0.3%,i,1.4,2.5%,0%,10%,-0.6%,-4%[20 µM]
Clc1ccc(CSc2cc3c(nn2)-c2ccccc2CC3)cc1Cl,-18%,-13%,-0.2%,i,0.9,0.0%,6%,-20%,-4.7%,16%
CCOC(=O)c1sc(-c2ccccc2)cc1NC(=O)CSc1nnnn1C,-10%,-1%,0.3%,i,1.4,3.3%,4%,-3%,3.7%,-10%

# A second format for 7 compounds above:
Molecule | NOD1 NF-kB reporter | HEK293 NOD2/NF-kB | GPR55 activation | Myeloid diff MLP | Myeloid diff MLP GFP+ MAC1+ % | HIV peptide binding | GPR55 antagonists | GPR35 arrestin U2OS | KOR beta-arrestin-1 | KOR beta-arrestin-2
Cc1c(NC(=O)Nc2ccc(C(C)(C)C)cc2)c(=O)n(-c2ccccc2)n1C | -9% | 7% | -0.1% | i | 0.6 | -0.4% | -15% | 0% | 1.5% | 9%
CN(CC(=O)NCc1ccccn1)S(=O)(=O)c1ccc2ccccc2c1 | 0% | 20% | 0.2% | i | 0.7 | 1.8% | 4% | 0% | · | -36%[20 µM]
COc1ccc(NC(=O)CSc2nnc(-c3cccnc3)n2C)cc1 | -7% | 1% | 0.4% | i | 0.5 | -0.9% | -6% | -5% | 3.5% | 22%
COc1cccc(N2C(=O)c3ccncc3C2=O)c1 | 0% | -1% | -0.1% | i | 0.5 | 1.8% | 15% | 0% | 2.2% | -16%
CCCOP(=O)(c1ccccc1)c1ccccc1 | -8% | 18% | -0.3% | i | 1.0 | 3.3% | 11% | -3% | -5.3% | -35%
CC(C)C[C@@H](CSc1ccccc1)N1CCN(C)CCC1=O | -4% | 6% | -0.3% | i | 1.4 | 2.5% | 0% | 10% | -0.6% | -4%[20 µM]
CC(=O)Nc1ccc(NC(=O)COC(=O)c2n[nH]c3ccccc23)cc1 | -32% | 8% | 0.2% | i | 0.8 | 0.9% | -26% | -14% | -0.8% | 15%

# New compounds follow.
SMILES,NOD1 NF-kB reporter,HEK293 NOD2/NF-kB,GPR55 activation,Myeloid diff MLP,Myeloid diff MLP GFP+ MAC1+ %,HIV peptide binding,GPR55 antagonists,GPR35 arrestin U2OS,KOR beta-arrestin-1,KOR beta-arrestin-2
CCOC(=O)N1CCN(c2ncnc3c2[nH]c2ccc(F)cc23)CC1,52%,26%,0.0%,i,0.2,1.9%,15%,-1%,-2.9%,5%
CC1Cc2ccccc2N1C(=O)CN1CCCCC1 (centres undefined),-7%,5%,-0.1%,i,0.3,-0.7%,0%,7%,-4.4%,-5%
O=C(NCCc1c[nH]c2ccccc12)c1cnc2n(c1=O)CCS2,1%,6%,-0.5%,i,1.7,-0.9%,12%,8%,3.3%,33%
CCCCC1(Cc2cccc([N+](=O)[O-])c2)C(=O)N(c2ccccc2)N(c2ccccc2)C1=O,-12%,-9%,-0.4%,i,0.3,-2.1%,0.55µM*,-11%,-4.2%,10%
Cc1cc(-c2ccc(C(C)C)c(S(=O)(=O)Nc3ccccn3)c2)on1,-23%,9%,-0.1%,i,0.8,1.1%,-1%,-19%,1.0%,-15%
O=C(CCn1nc(-c2ccccc2)c2ccccc2c1=O)NCC1CCCO1 (centres undefined),2%,5%,-0.3%,i,0.4,-5.1%,2%,24%,-5.4%,3%
O=C(C1=C[C@@H](c2ccc3c(c2)OCO3)C[C@@H](OCc2ccc(CO)cc2)O1)N1CCOCC1,1%,15%,-0.2%,i,1.0,0.5%,8%,0%,2.6%,-11%
CCC(C)(C)NC(=O)CN(C(=O)c1csnn1)c1ccccc1-c1ccccc1,-6%,28%,-0.3%,i,0.1,-0.8%,11%,-16%,-4.6%,-12%
CC(C)COCC(O)CC(Cc1ccccc1)C(=O)NN (centres undefined),-27%,13%,0.5%,i,0.4,-2.3%,7%,-7%,·,-15%[20 µM]
Cc1ccc(/C=N/N=C/c2ccc(C)s2)s1,-98%,-125%,0.2%,i,1.0,-0.5%,5%,7%,12%,-15%
CCOc1ccc2nc(SC3CC(=O)N(c4ccccc4)C3=O)sc2c1 (centres undefined),48%,-14%,0.1%,i,0.4,-2.5%,20%,2%,3.0%,-28%
O=C(O)CCCn1cc(NC(=O)c2ccc(F)cc2)cn1,-38%,1%,0.2%,i,0.0,1.1%,-8%,11%,0.3%,-6%
Cc1cc(C)nc(SCc2ccc(C(=O)NN=C3C4CC5CC(C4)CC3C5)cc2)n1,-73%,6%,-0.3%,i,1.2,-0.2%,3%,-11%,8.1%,-10%
NC(=O)c1ccc(-c2csnn2)cc1,-10%,3%,-0.1%,i,0.4,1.2%,13%,-1%,-2.1%,5%
Cc1ccccc1NC(=O)CSc1nnc(Cc2cccn2C)n1-c1ccc(F)cc1,19%,6%,-0.1%,i,3.3,0.6%,-1%,-7%,2.5%,17%
COc1ccc(C(=O)Nc2ccc(Cl)c(Cl)c2)c(OC)n1,-43%,-148%,-0.1%,i,0.7,-2.1%,-1%,-16%,-2.2%,-20%
COc1c(C)cc(Br)cc1C(=O)Nc1ccc(C)cc1[N+](=O)[O-],-42%,8%,0.5%,i,0.8,-1.2%,-2%,-20%,-1.6%,24%
O=c1cc(CN2CCc3ccccc32)c2ccc(O)cc2o1,-8%,3%,-0.2%,i,0.2,0.1%,-2%,-7%,0.3%,-27%
CCSc1nnc(-c2cnn(-c3ccccc3)c2-n2cccc2)n1C,-18%,-15%,-0.1%,i,0.4,-2.0%,1%,-5%,3.1%,-45%
CC(C)Oc1ccc(N2CC(C(=O)NC3=NCCS3)CC2=O)cc1 (centres undefined),-19%,0%,-0.1%,i,0.1,-1.2%,-3%,15%,·,-4%[20 µM]
CCn1c(=O)c2sccc2n(Cc2ccccc2)c1=O,32%,3%,-0.1%,i,0.4,-2.3%,-7%,20%,-3.7%,2%
CCOc1ccc(C2NC(=O)C(C#N)=C(S)N2c2cccc(C)c2)cc1OC (centres undefined),-30%,12%,0.6%,i,0.2,-1.3%,14%,6%,-2.9%,8%
O=[N+]([O-])c1ccc(-c2n(-c3ccccn3)c3ccccc3[n+]2-c2ccccn2)cc1,-3%,10%,-0.1%,i,0.8,0.7%,8%,-13%,-0.2%,26%
Cc1cc(NC(=O)CSc2ccc(-c3ccccc3)nn2)no1,-2%,2%,0.6%,i,0.3,-0.7%,-1%,-4%,2.2%,-15%
CCOC(=O)c1c(C)n(C)c2ccc(OCCN(C)C)cc12,9%,22%,0.0%,i,1.9,-1.5%,8%,-9%,-1.6%,-11%
Clc1ccc(SCc2nc3ccccc3[nH]2)cc1,13%,-33%,-0.1%,i,8.4,-2.0%,-2%,4%,-0.9%,24%
Cc1ccc(OCCCC(=O)Nc2ccc(S(=O)(=O)Nc3cc(C)nc(C)n3)cc2)cc1,8%,16%,-0.1%,i,1.8,3.5%,16%,9%,-4.7%,-1%[20 µM]
Cc1ccc(S(=O)(=O)N2CCC(C(=O)NCCCn3ccnc3)CC2)cc1,-63%,-3%,-0.1%,i,1.2,-0.9%,0%,4%,-6.7%,0%
NS(=O)(=O)c1cc(C(=O)NC2CCSc3ccccc32)ccc1Cl (centres undefined),-12%,7%,0.2%,i,0.8,8.2µM*,7%,2%,-0.4%,-26%
Cc1cccc(N2CCN(C(=O)Cn3cccc3)CC2)c1C,-1%,-17%,-0.1%,i,4.3,0.7%,-10%,-9%,-8.4%,-30%

# These rows are one share of the data, so the mix of outcomes need not match the whole.
